From PubChem BioAssay
GPR151 activ – activates the human receptor GPR151; PathHunter beta-arrestin GPR151 cells, luminescence; activation, % at 11.2 µM; 1% of 650,000 active; in the data active = activation above about 4.9%;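 note: 0% = median of compound wells and 100% = cells with positive control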
Target sequence (Q8TDV0 whole entry, looked up): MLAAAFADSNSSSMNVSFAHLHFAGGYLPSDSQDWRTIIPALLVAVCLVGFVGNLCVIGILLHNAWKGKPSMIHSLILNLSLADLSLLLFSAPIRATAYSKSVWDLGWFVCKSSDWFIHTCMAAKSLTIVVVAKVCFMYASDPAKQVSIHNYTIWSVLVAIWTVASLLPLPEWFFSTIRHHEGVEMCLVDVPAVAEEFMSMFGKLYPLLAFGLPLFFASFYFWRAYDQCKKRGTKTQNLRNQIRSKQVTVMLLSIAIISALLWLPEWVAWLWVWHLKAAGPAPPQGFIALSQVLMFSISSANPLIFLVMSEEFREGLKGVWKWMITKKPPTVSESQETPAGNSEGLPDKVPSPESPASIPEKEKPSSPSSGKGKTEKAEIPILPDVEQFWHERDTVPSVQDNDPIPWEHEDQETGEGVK
MITF primary – inhibitors of human MITF; AlphaScreen MITF homodimerization, bead proximity signal; inhibition, % at 2.6 µM; 0.91% of 650,000 active; AID 1259374; in the data active = inhibition above about 50%;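 note: 0% = vehicle wells with protein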
Target sequence (O75030 whole entry, looked up): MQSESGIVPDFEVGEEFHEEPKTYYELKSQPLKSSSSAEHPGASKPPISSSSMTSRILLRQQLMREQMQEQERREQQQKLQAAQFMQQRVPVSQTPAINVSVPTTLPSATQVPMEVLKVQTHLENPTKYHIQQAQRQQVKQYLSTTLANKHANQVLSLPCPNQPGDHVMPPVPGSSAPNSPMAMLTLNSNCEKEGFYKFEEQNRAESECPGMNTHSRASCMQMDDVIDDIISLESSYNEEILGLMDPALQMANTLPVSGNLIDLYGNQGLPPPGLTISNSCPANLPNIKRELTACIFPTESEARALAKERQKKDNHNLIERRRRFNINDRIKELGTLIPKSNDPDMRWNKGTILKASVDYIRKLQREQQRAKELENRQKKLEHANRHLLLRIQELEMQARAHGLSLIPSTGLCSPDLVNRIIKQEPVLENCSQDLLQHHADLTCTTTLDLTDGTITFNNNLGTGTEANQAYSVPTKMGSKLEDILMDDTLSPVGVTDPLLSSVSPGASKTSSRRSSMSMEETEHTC
TEAD-YAP inh – TEAD-YAP interaction inhibition; HEK-TIYL cells, TEAD-Gal4/YAP UAS-luciferase luminescence; inhibition, % at 9.12 µM; 1.4% of 640,000 active; AID 1259422; in the data active = inhibition above about 32%;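 note: 0% = median of test compound wells and 100% = reference inhibitor wells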
FBW7 act – activators of human E3 ligase FBW7; AlphaScreen FBW7–phospho-cyclin E peptide binding, activator screen; normalized activity (activation), % at 26.1 µM; 0.13% of 650,000 active; AID 1259310; in the data active = normalized activity above about 1.9%;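 note: purified mutant Fbw7 with reduced substrate affinity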
Numbers without * were called inactive; · = not tested or not shown; & = joins results of further samples.

molecule,GPR151 activ,MITF primary,TEAD-YAP inh,FBW7 act
CC(C)(C)NCc1ccccc1OCC(=O)NCCc1ccccc1,-0.9,7.5,1.6,0.0
O=C(CCCN1C(=O)c2cccc3cccc(c23)C1=O)OC(=NC1CCCCC1)NC1CCCCC1,1.1,9.0,3.4,0.2
CC1=C(C(=O)Nc2ccc(Cl)cc2)Sc2ccccc2N1,1.5,0.6,0.7,0.2
N/C(=N\O)c1ccc(NC(=O)c2ccccn2)cc1,-5.4,3.4,32.1*,-0.1
CCCOc1ccc(/C=N/Nc2nc3ccccc3o2)c(O)c1,-0.5,4.9,-15.7,-0.4
CCOc1ccc(/C=C2\N=C(c3ccccc3Cl)OC2=O)cc1,0.9,0.7,7.4,-0.2
CC(C(=O)NC1CCCCC1)N(c1ccc(Cl)cc1)S(C)(=O)=O (configuration not stated),3.4,-2.4,4.5,0.0
O=C1CCC(=O)N1c1ccc(Cl)c([N+](=O)[O-])c1,-0.5,-3.6,-1.6,-0.1
Cc1ccc(Nc2nc(C(=O)N3CCN(C)CC3)cs2)cc1,-0.2,-7.2,1.2,0.1
O=C(Oc1ccc2c(=O)c(Oc3ccccc3Cl)coc2c1)c1cccs1,-1.0,3.9,14.3,0.3
COc1ccc(/C=C/C(=O)Nc2cccc(Cl)c2)cc1,-4.0,4.9,-80.3,0.0
CCOC(=O)Cn1c(=O)oc2cc(S(=O)(=O)N3CCN(c4ncccn4)CC3)ccc21,-0.5,13.1,0.6,0.1
COc1ccc(-n2cnc3cc(Nc4nnc(-c5ccccc5)c5ccccc45)ccc32)cc1,-0.6,6.4,5.7,0.6
O=C(CSc1ncn[nH]1)Nc1cccc2ccccc12,-1.4,-8.0,9.5,-0.4
Cc1ccc(Oc2nc3c(C)cccn3c(=O)c2/C=C(\C#N)C(=O)NCC2CCCO2)cc1 (configuration not stated),0.5,-3.6,-1.5,0.0
c1ccc2c(c1)CCCC2C1=NCCN1 (configuration not stated),0.7&2.9&1.4&0.1,-11.2&-9.6&15.3&-1.9,-4.2&2.1,-0.1&-0.2&0.2&0.0
CN(C)/C=C1/C(=O)N(c2nc3ccccc3s2)N=C1C(F)(F)F,-11.4,-4.0,-7.0,0.1
CCCOc1nnc(-c2ccc(OC)cc2)c2ccccc12,1.7,1.6,-1.6,-0.1
COc1cccc(NC=C2C(=O)OC(C)(C)OC2=O)c1,0.1,5.2,-39.8,0.0
O=C(Nc1c2c(nn1-c1ccc(Cl)cc1)CS(=O)(=O)C2)c1ccc(Br)o1,-2.3,19.3,-2.5,0.8
CCOc1ccc(/C=C/C(=O)Nc2nnc(C)s2)cc1OC,0.1,-11.5,2.1,0.0
COc1ccc(C(=O)Nc2nc3c(s2)C(=O)CC(C)(C)C3)cc1,1.6,-5.4,-24.3,-0.2
COc1ccc(CN2CCCC(C(=O)N3CCCCCC3)C2)cc1 (configuration not stated),-0.4,73.2*,7.0,-0.1
CCCCC(=O)Nc1ccc(N2CCN(C(=O)CCC)CC2)c(Cl)c1,0.0,-3.4,0.0,0.1
COc1ccc(C2=N/C(=C/c3ccccc3Cl)C(=O)O2)cc1Br,0.1,-8.8,-2.7,-0.1
NS(=O)(=O)c1cccc(NC(=O)c2ccccc2Cl)c1,0.0,-4.8,7.2,0.1
CCOC(=O)c1sc2nc(C)nc(N3CCC(C)CC3)c2c1C,-0.2,16.5,3.2,0.5
CC(NC(=O)N1c2ccccc2Sc2ccccc21)c1ccccc1 (configuration not stated),0.8,-8.4,-6.5,0.0
C=CCN(C(=O)c1ccc(N2CC3CC(C2)c2cccc(=O)n2C3)c(NC(=O)c2ccccc2Br)c1)c1ccccc1 (configuration not stated),-0.2,-3.4,4.6,-0.1
O=C(CSc1nccn1Cc1ccccc1)NC1CCCCC1,2.1,-1.1,-9.8,0.1
SCc1nc2ccccc2[nH]1,-0.1,12.1,3.1,-0.2
Cc1cccc(-n2c(SCC(=O)NC(C)(C)C)nnc2-c2ccoc2C)c1,0.5,-2.8,-4.6,0.0
Cc1ccc(S(=O)(=O)NCCC2=CCCCC2)cc1[N+](=O)[O-],3.7,9.4,8.1,0.6
Cc1ccc(C(=O)NC(C)c2ccccc2)c(C)c1 (configuration not stated),-1.2,8.2,-3.8,0.0
O=C(CN1N=C(c2ccc(Cl)cc2)CCC1=O)NCc1cccs1,-1.2,7.5,2.8,0.0
O=C(O)c1ccc(COc2cccc(Cl)c2)o1,-5.1,8.0,6.4,0.1
CCc1ccc2nc(NC3=NCN(CCOC)CN3)nc(C)c2c1,0.3,-4.0,10.6,0.0
CN1CCNC(=O)C1CC(=O)NCCc1ccc2ccccc2c1 (configuration not stated),0.3,14.0,-3.6,0.1
OCCC1CN(Cc2ccc(O)c(Cl)c2)CCN1C1CCCCC1 (configuration not stated),-0.7,7.5,14.0,0.0
CC1(C)OC(=O)C(=CNc2cccc(C(=O)O)c2)C(=O)O1,0.0,-9.9,-8.2,0.1
CCc1cc2c(cc3c(=O)n(CC(=O)NC4CCC(C)CC4)ncn32)s1 (configuration not stated),0.7,-0.1,3.0,-0.1
COC(=O)c1c(S(=O)(=O)NCC(C)C)sc2c1CCN(Cc1ccccc1)C2,1.8,2.2,-0.4,0.0
COc1cc(CN2CCC(C(=O)NC(C)(C)C)CC2)cc(OC)c1OC,-0.4,19.4,6.9,0.7
O=C(NCC1COc2ccccc2O1)c1ccc(NC(=O)c2ccccc2)cc1 (configuration not stated),-1.1,16.8,8.7,0.2
COc1cc(NC(=O)c2ccnc(N3CCC(N4CCOCC4)CC3)c2)cc(OC)c1OC,1.0,-3.2,1.7,0.0
O=C(NCC1CCCO1)C1CC(c2ccc(F)cc2)=NO1 (configuration not stated),0.1,-0.6,-1.7,-0.2
CC(=O)NC(CCCNC(=S)Nc1ccccc1)C(=O)O (configuration not stated),-0.2,3.5,10.0,0.0
COc1cc(C(=O)Nc2nc3ccc4ccccc4c3s2)cc(OC)c1OC,0.4,-3.6,7.0,-0.6
CCN1C(=O)c2ccccc2Sc2ccc(NC(=O)N3CCC4(CC3)OCCO4)cc21,-1.6,10.7,11.1,0.2
C=C1/C(=C\C=C2/CCCC3(C)[C@@H]([C@H](C)/C=C/[C@@H](O)C4CC4)CC[C@@H]23)C[C@@H](O)C[C@@H]1O (some centres not stated),1.1,10.3,-0.5,0.0

Random excerpt: three compounds from above.
molecule,GPR151 activ,MITF primary,TEAD-YAP inh,FBW7 act
O=C(O)c1ccc(COc2cccc(Cl)c2)o1,-5.1,8.0,6.4,0.1
CCN1C(=O)c2ccccc2Sc2ccc(NC(=O)N3CCC4(CC3)OCCO4)cc21,-1.6,10.7,11.1,0.2
CC(NC(=O)N1c2ccccc2Sc2ccccc21)c1ccccc1 (configuration not stated),0.8,-8.4,-6.5,0.0

Other compounds follow:
molecule,GPR151 activ,MITF primary,TEAD-YAP inh,FBW7 act
CCOC(=O)N1CCN(c2cc(=O)n(C)c(=O)n2Cc2ccc(F)cc2F)CC1,1.8,4.4,5.4,0.1
CC(C)N(C(=O)COC(=O)c1ccc(N2CCCCC2)c([N+](=O)[O-])c1)C(C)C,-0.3,7.0,6.2,-0.3
COc1ccc(Cn2cnc3ccccc32)cc1OC,1.2,6.2,-8.9,-0.1
COCCNC(=O)C(=O)NNC(=O)c1ccccc1OC,0.2,12.3,-6.3,0.4
CCCC1CCc2c(sc(NC(=O)/C=C\C(=O)O)c2C(N)=O)C1 (configuration not stated),0.0,21.6,11.8,0.5
Cc1c(NC(=O)c2ccccc2)cccc1-c1nc2ccccc2s1,-0.9,9.9,-2.4,0.0
Cc1ccccc1NC(=O)CN(c1cccc(C)c1C)S(=O)(=O)c1ccccc1,-1.7,-1.4,2.3,-0.1
CCCn1ncc(CN2CCN(Cc3ccsc3)C(CCO)C2)c1C (configuration not stated),0.9,-0.7,3.3,0.5
CCCOc1ccc2c(C)cc(=O)oc2c1C,-0.7,7.2,-19.7,0.1
O=C(Nc1ccc2c(c1)OCO2)c1cccc(Nc2nccc3ccccc23)c1,-0.6,20.6,-11.7,0.0
CCOC(=O)CN1CCC(Cn2cnc3ccccc32)CC1,0.3,79.2*,16.7,-0.4
COCCNC(=S)NCCCNc1nc2c(C)c(C)ccc2cc1C#N,0.7,-9.4,1.4,0.1
COc1cc(/C=N/NC(=O)c2cc(Br)ccc2O)ccc1O,-1.9,16.2,-8.9,0.1
O=P(O)(O)O[C@H]1[C@@H](O)[C@H](O)[C@@H](OP(=O)(O)O)[C@H](OP(=O)(O)O)[C@H]1O,0.1,9.3,·,·
C=CCN(CC=C)C(=O)c1ccc(C)c([N+](=O)[O-])c1,4.1,3.8,-2.4,0.0
Cc1ccc(S(=O)(=O)c2cnc(N)nc2-c2cccnc2)cc1,-1.3,1.3,0.7,0.0
CCOC(=O)c1c(NC(=O)CNCCCO)sc2c1CCCC2,-0.7,47.7,-0.2,0.0
Cc1ccc(N2CCN(C(=O)N3CCCC3)CC2)cc1C,2.0,15.0,12.9,-0.3
CCCCNC(=O)Cn1cnc2scc(-c3ccc(C)cc3)c2c1=O,1.6,11.4,5.4,0.1
COC(=O)c1c(C)oc2c1cc(NS(=O)(=O)c1ccc3c4c(cccc14)C(=O)N3)c1ccccc12,0.1,1.3,11.1,-0.1
CCCN1C(=O)c2ccc(C(=O)Nc3cc(C)on3)cc2C1=O,-1.3,17.0,2.2,0.1
Cc1ccc(S(=O)(=O)N(CC(=O)N2CCN(C)CC2)c2cccc(Cl)c2)cc1,-0.5,-9.2,5.0,-0.1
Cc1c(C(=O)N/N=C2/CCCC(=O)C2)nc2ccccn12,1.3,7.9,12.1,0.1
COC(=O)Nc1nc(-c2ccc(F)cc2)c(C)s1,0.5,3.5,-5.0,-0.2
N#CC1C(=O)NC(=O)C([n+]2ccccc2)C1c1ccc(F)cc1 (configuration not stated),0.8,5.7,-1.5,-0.1
CN1C(=O)C(=Cc2cn(CC(=O)N3CCOCC3)c3ccccc23)C(=O)N(C)C1=O,-1.2,16.9,7.2,0.4
NC(N)=NCc1cccc(I)c1,-1.1&-0.4,25.2&10.4,7.4,0.2&0.2
COC(=O)C(C)n1c(=O)c2c(nc3n(-c4cc(C)cc(C)c4)c(C)c(C)n23)n(C)c1=O (configuration not stated),0.4,-11.2,11.6,0.0
Cc1ccc(NC(=O)CSc2ccc3nnc(-c4cccnc4)n3n2)cc1Cl,-0.8,19.7,6.8,1.2
Cc1cc(-c2nccnc2NCC2CC2)cc(C)c1O,1.1,12.3,-1.5,-0.1
Cc1c(C(=O)Nc2cc(-c3nc4ccccc4o3)ccc2Cl)oc2ccccc12,0.4,4.4,-5.7,0.1
COc1cccc(C2C=C(c3ccc(Br)s3)Nc3nnnn32)c1OC (configuration not stated),-0.4,17.6,-7.8,0.1
CC(C)Cn1c(N)c(C=O)c(=O)[nH]c1=O,-1.1,3.3,5.0,0.1
CCCCCCOc1ccc(OC(=O)c2ccc(-c3ccc(CCC)cn3)cc2)cc1,-0.8,5.2,-1.8,0.0
CC1=C(C(=O)Nc2ccc(C)cc2C)C(c2cccc(Br)c2)NC(=S)N1 (configuration not stated),0.6,3.3,11.0,-0.5
CN(C)c1ccc(/C=N/NC(=O)CNc2ccc(I)cc2)cc1,-0.4,10.7,1.3,0.2
CC(=O)N1CCN(C(=O)CSc2nc3cc(Cl)ccc3s2)CC1,0.1,3.4,-4.8,0.0
CC1CCc2c(sc(NC(=O)Cc3ccccc3)c2C(=O)Nc2cccc3ccccc23)C1 (configuration not stated),1.5,-4.0,-3.0,-0.2
CCOc1ccc(N2CCN(CC(=O)Nc3ccc(SC)cc3)C2=O)cc1,-0.5,61.4*,-5.3,0.1
O=[N+]([O-])c1ccccc1-c1ccc(CN2CCC(O)CC2)o1,1.3,-7.7,10.2,0.1
Cc1nc(C)c(-c2csc(Nc3cccc(Br)c3)n2)s1,1.2,13.4,-31.3,0.2
COc1ccc(C(=O)Nc2ccc(Cl)c(-c3nc4cc(Cl)ccc4o3)c2)cc1[N+](=O)[O-],0.3,3.0,-48.9,0.0
OCCNc1nc(-c2ccc(N3CCOCC3)nc2)nc2c1ncn2Cc1ccc(C(F)(F)F)cc1,2.4,6.9,-2.1,0.0
COC(=O)c1cc2c(cc1NC(=O)Cn1ncc3c1-c1cc(C)ccc1OC3)OCO2,0.7,2.5,8.6,0.2
O=C(CSc1ccc(Cl)cc1)Nc1ccc2oc(-c3ccncc3)nc2c1,0.6,3.8,9.6,-0.1
CC(C)CC(=O)N1CCc2ccccc2C1,-1.1,25.1,3.0,0.5
Cc1ccc(N=C2SC(C(=O)Nc3cccc(Cl)c3)CC(=O)N2C)cc1C (configuration not stated),0.3,-13.6,5.1,-0.1
Cc1ccccc1CSCC(=O)N/N=C/c1cccc([N+](=O)[O-])c1,-0.6,14.3,8.8,0.0
Cc1cc(OCC(=O)N2CCOCC2)ccc1NC(=O)OCc1ccccc1,1.4,8.3,-21.1,-0.1
CC(C)(C)C1=NN(CCC(N)=O)C(=O)c2cc3ccccc3n2C1,0.5,-6.4,2.8,-0.1
CCN(CC(=O)NC1CCCC1)S(=O)(=O)c1cc(Cl)ccc1Cl,2.7,-43.2,-5.6,0.0
COc1ccc2c(c1)NC(=S)CC(c1ccccc1)=N2,0.1,-1.9,-19.6,-0.1

Rows are unselected; overall some 3.4% were active at least once.
